FBW7 act: FBW7 E3 ligase activators, primary screen, biochemical, AlphaScreen, human; F-box/WD repeat-containing protein 7 (Homo sapiens), Q969H0; AlphaScreen FBW7–phospho-cyclin E peptide binding, activator screen; 650,000 tested, 0.13% active; normalized activity (activation), % at 26.1 µM; AID 1259310, 2017; in the data active = normalized activity above about 1.9%;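 note: purified mutant Fbw7 with reduced substrate affinity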
TEAD-YAP block: TEAD-YAP interaction inhibition, primary screen, TEAD-YAP interaction inhibitor project, luminescence, HEK-TIYL cells. TEAD-Gal4/YAP UAS-luciferase luminescence. inhibition, % at 9.12 µM. 640,000 tested, 1.4% active. AID 1259422, 2018; in the data active = inhibition above about 32%;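 note: 0% = median of test compound wells and 100% = reference inhibitor wells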
MITF inh: MITF inhibitors, primary screen, biochemical, AlphaScreen, human; AlphaScreen MITF homodimerization, bead proximity signal; inhibition, % at 2.6 µM; Microphthalmia-associated transcription factor (Homo sapiens), O75030; AID 1259374, 2018; 650,000 tested, 0.91% active; in the data active = inhibition above about 50%;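 note: 0% = vehicle wells with protein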
Target sequence (O75030 whole entry, looked up): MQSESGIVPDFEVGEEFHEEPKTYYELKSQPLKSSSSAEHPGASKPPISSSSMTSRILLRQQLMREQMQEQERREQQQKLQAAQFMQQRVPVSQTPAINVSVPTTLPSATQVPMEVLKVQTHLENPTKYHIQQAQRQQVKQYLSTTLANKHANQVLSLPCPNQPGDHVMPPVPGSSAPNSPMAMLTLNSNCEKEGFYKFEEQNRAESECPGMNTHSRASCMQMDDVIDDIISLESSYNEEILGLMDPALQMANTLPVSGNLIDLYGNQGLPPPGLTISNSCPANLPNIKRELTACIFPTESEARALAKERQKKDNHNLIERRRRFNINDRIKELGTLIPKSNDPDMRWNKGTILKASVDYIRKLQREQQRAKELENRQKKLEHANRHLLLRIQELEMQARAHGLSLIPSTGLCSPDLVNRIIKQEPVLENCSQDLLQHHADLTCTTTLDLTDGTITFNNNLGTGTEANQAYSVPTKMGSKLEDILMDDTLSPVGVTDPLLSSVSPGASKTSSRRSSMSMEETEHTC
GPR151 activ: activators of human GPR151, primary screen, cell-based, PathHunter beta-arrestin, luminescence; G-protein coupled receptor 151 (Homo sapiens), Q8TDV0; PathHunter beta-arrestin GPR151 cells; activation, % at 11.2 µM; 650,000 tested, 1% active; AID 1508602, 2020; in the data active = activation above about 4.9%;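 note: 0% = median of compound wells and 100% = cells with positive control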
Target sequence (Q8TDV0 whole entry, looked up): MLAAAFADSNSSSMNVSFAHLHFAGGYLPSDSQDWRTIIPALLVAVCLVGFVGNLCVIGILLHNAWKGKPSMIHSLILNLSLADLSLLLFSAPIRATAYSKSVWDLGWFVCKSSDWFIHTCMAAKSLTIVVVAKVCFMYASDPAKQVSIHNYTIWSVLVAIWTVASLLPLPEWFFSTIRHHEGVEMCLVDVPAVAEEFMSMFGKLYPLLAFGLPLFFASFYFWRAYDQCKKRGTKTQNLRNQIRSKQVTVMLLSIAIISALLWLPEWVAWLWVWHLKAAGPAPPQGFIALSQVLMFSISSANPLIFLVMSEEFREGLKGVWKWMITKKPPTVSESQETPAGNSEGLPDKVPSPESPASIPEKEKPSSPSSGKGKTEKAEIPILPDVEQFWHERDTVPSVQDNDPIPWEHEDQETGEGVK
The depositor's hits bear a star. Hits appear at their usual frequency (roughly 3.5% active in at least one column).

SMILES	FBW7 act	TEAD-YAP block	MITF inh	GPR151 activ
COc1ccc(NC(=O)C(=O)NCCN2CCN(C(=O)c3cccc(C)c3)CC2)cc1	0.6	10	21	0.3
CCc1nnc(NC(=O)CSc2nc(-c3ccccc3)cc(C(F)(F)F)c2C#N)s1	0.0	2	14	-0.3
CC(O)c1ccc(-c2ccc(CO)o2)cc1 (stereo unspecified)	0.4	-20	16	-0.1
CC(C/C=C\Cc1nc2c(c(=O)[nH]1)C(C)(C1CCCCC1)Cc1ccccc1-2)c1ccccc1 (stereo unspecified)	-0.2	-12	-5	1.8
Cc1cc(Cl)cc(Cl)c1OCC(=O)O	0.5	8	13	-0.2
Cc1c(Cl)cccc1NC(=O)c1sc2ncn(C)c(=O)c2c1C	0.7	-20	20	-0.5
Cc1ccc(C(=O)Nc2ccccc2C(=O)O)o1	-0.1	-9	1	-6.0
O=C(N/N=C\c1ccc(O)cc1)c1ccccn1	-0.2	42*	6	-7.1
CCOc1ccc(-n2c(C)cc(C=C(C#N)C#N)c2C)cc1	0.1	9	2	0.2
O=C1CCCC2=C1C(c1ccc(O)c(Br)c1)C1=C(CCCC1=O)N2	0.2	10	-11	1.9
Cc1ccc(OCCCCNC2CCCC2)cc1	-0.2	8	25	-0.5
CN(C)CCCOc1ccc(-c2cccc(F)c2)cn1	-0.5	-12	-2	-1.3
Cc1cc2c(c(=O)o1)C(c1ccc(F)cc1F)C(C#N)=C(N)O2 (stereo unspecified)	0.0	2	10	0.2
CCC(C(=O)NCc1ccco1)n1nc(C)n2c(cc3occc32)c1=O (stereo unspecified)	-0.1	5	1	-0.1
COc1ccc(C2CC(=O)N(C)c3ccccc3S2)cc1OC (stereo unspecified)	-0.1	-22	1	3.1
COC(=O)C(C)N1C(=O)S/C(=C/c2cn(C(C)C)c3ccccc23)C1=O (stereo unspecified)	-0.1	-3	19	-1.3
Cc1cccc(CNc2nc3nc(C)c(C)c(=O)n3[nH]2)c1	0.1	2	13	-0.1
CC(=O)N1CCC(=NNC(=O)c2cc([N+](=O)[O-])cc([N+](=O)[O-])c2)CC1	0.4	1	14	-0.7
Cc1cccc(-c2cc(NC(=O)c3ccc(F)cc3)n[nH]2)c1	0.0	-47	-2	1.5
CC(=O)c1cccc(NC(=S)Nc2ccc(S(=O)(=O)Nc3ncccn3)cc2)c1	0.0	1	-2	1.2
CC(C)(C)c1csc2ncc(C(=O)NCCc3ccccc3)c(=O)n12	-0.1	-20	-13	1.6
Cc1cccn2c(CNCC3CCCCO3)c(C(=O)N(C)CCc3ccccc3)nc12 (stereo unspecified)	-0.2	-6	2	-0.2
O=C(Nc1ccc(F)c(Cl)c1)c1ccccc1Br	0.1	-76	11	-2.7
CN(C)CCNc1c2c(nc3ncnn13)CCCC2	0.1	-1	-2	1.4
CC(=O)Nc1ccc(NC(=O)Cc2ccccc2)c(C)c1	0.0	2	-2	1.9
Cc1ccn2c(NCC(=O)NN)c(-c3ccsc3)nc2c1	-0.1	22	-3	2.0
CCCCNC(=O)CSc1nc2cc3c(cc2c(=O)n1CCCN(CC)CC)OCO3	0.6	8	6	-0.8
Cc1ccc(CNC(=O)CN2N=C(c3ccc(C)cc3)CCC2=O)cc1	-0.1	-5	-3	-0.8
O=C(c1cc(-c2ccccc2O)on1)N1CCCCC1	0.0	-62	1	-1.0
O=C1NC(Cc2ccc(O)cc2)C(=O)N2CCCC12 (stereo unspecified)	0.1	-6	-9	0.5
CN(Cc1ccon1)C(=O)CC1C(=O)NCCN1CC1CCCCC1 (stereo unspecified)	0.3	10	8	-0.4
COC(=O)C1=C(C(=O)OC)SC2(S1)C(C(=O)OC)=C(C(=O)OC)SC1=C2c2cccc(C)c2NC1(C)C	0.0	-6	4	-2.2
Cc1ccc(-n2nc3ccc(NC(=O)c4ccc([N+](=O)[O-])cc4Cl)cc3n2)cc1Cl	0.1	3	8	-0.3
O=C1CCC(CCC(=O)N2CCOc3ccccc3C2)(Cc2ccc3c(c2)OCO3)N1 (stereo unspecified)	-0.1	16	2	4.5
C=CCNC(=S)NNS(=O)(=O)c1cc(Cl)ccc1Cl	0.4	-3	-9	0.1
N#Cc1ccc(NC(=O)N2CCC3(CC2)OCc2cc(F)ccc2O3)cc1	0.0	10	14	0.1
COc1ccc(/C(C)=N/NC(=O)c2cc(Br)ccc2OC)cc1	0.0	-9	-18	-0.4
CCN1CN(Cc2ccco2)CNC1=S	0.1	6	2	2.5
O=C(O)C1CC=C(Cl)CC1C(=O)NC1CCCCC1 (stereo unspecified)	0.2	11	11	-1.4
C=CCN1CCC(c2nc3ccc(-c4ccncc4)cc3[nH]2)CC1	-0.2	-14	9	0.9
CCOc1ccc(C(C)=O)cc1COC(=O)c1cnc(C)cn1	0.0	6	0	-0.1
COc1ccc(CCNc2nc(-c3cccc(N)c3)nc3c2ncn3CCN2CCCC2=O)cc1	0.0	24	2	-0.2
C=CCC(=O)NCC1Cc2cccc(-c3cncnc3)c2O1 (stereo unspecified)	-0.1	-1	12	1.8
Cc1nc2nc(CC(=O)NCc3ccc4c(c3)OCO4)nn2c(C)c1Cc1cccc(Cl)c1	-0.1	1	-4	0.7
CC(=O)CC(=O)N1CCc2cc(S(=O)(=O)N(C)C)ccc21	-0.1	3	-3	-0.1
Oc1ccc(/C=N/N2CCN(Cc3ccccc3)CC2)cc1O	-0.1	5	35	0.2
Cc1cc(Br)cc(C)c1NC(=O)NC1(C(F)(F)F)Oc2ccc(Cl)cc2O1 (stereo unspecified)	-0.3	-17	-9	-0.5
COc1cccc(C(=O)COC(=O)CCC(=O)NC2CCCCC2)c1	-0.2	5	-10	0.8
Cc1[nH]nc(Nc2cccc3ccccc23)c1[N+](=O)[O-]	0.2	-62	25	1.8
O=c1cnnc(SCc2cccc(C(F)(F)F)c2)[nH]1	0.1	3	6	1.7
COCCCNC(=O)c1cnc2scc(C(C)(C)C)n2c1=O	-0.2	-3	21	-1.0
CCCN(CCC)CCNC(=O)c1cc2c(C)nc3ccccc3c2o1	-0.2	3	-3	-0.1
CCOc1ccc2nc(NC(=O)c3ccc(Cl)c([N+](=O)[O-])c3)sc2c1	0.3	-6	4	-1.9
Cc1nc(NC(=O)c2cccc([N+](=O)[O-])c2)ccc1I	-0.2	-20	-6	3.0
Clc1ccc(CSc2nc(-c3ccccc3)c(-c3ccccc3)o2)cc1	-0.1	-4	7	0.3
COc1ccccc1C1C(C(C)=O)=C(C)N=c2s/c(=C\c3cc(OC)c(OC)c(OC)c3)c(=O)n21 (stereo unspecified)	-0.5	-3	0	1.2
COc1ccc(CCNC(=O)CN(Cc2ccccc2)S(=O)(=O)c2ccc(OC)c(OC)c2)cc1	0.3	22	-14	-0.7
CCCCNC(=O)C1CC(c2ccccc2F)=NO1 (stereo unspecified)	-0.1	-2	2	1.1
O=C(COc1ccccc1)NNC(=O)c1cccc(Cl)c1	0.1	2	10	1.1
CCCCN1C(=O)C(=O)N(Cc2cc(=O)oc3cc(NC(C)=O)ccc23)C1=O	0.0	-4	-1	-0.8

(list continues)
SMILES	FBW7 act	TEAD-YAP block	MITF inh	GPR151 activ
O=C(NNCC(O)Cn1c2ccccc2c2ccccc21)c1ccccc1 (stereo unspecified)	-0.1	-29	0	-0.6
COc1cccc(NC(=O)c2nnn(Cc3ccc(Br)cc3F)c2N)c1	0.2	-27	-5	0.7
O=C1c2ccccc2C(=O)N1CCCC(=O)N1CCCc2ccccc21	-0.1	-4	13	-1.1
CCOC(=O)C1=C(C)OC(N)=C(C#N)C1c1ccc(C(F)(F)F)cc1 (stereo unspecified)	0.1	16	11	-0.4
O=C(NCCNC(=O)/C(=C\c1ccc2c(c1)OCO2)NC(=O)c1ccccc1)/C(=C/c1ccc2c(c1)OCO2)NC(=O)c1ccccc1	0.2	12	12	0.6
O=C(COC(=O)[C@@H]1CCCN1S(=O)(=O)c1ccc(Cl)cc1)c1c[nH]c2ccccc12	0.0	5	-3	0.5
O=C(CSc1cccc[n+]1[O-])NCc1cccs1	0.1	0	17	0.1
Cc1ccc(CNc2ncnc3c2cnn3-c2ccc(C)cc2C)cc1	0.0	3	-15	0.0
CCC(Sc1nc2ccsc2c(=O)n1CCc1ccc(OC)c(OC)c1)C(=O)NCc1ccco1 (stereo unspecified)	-0.1	-2	7	-1.6
CC(=O)Nc1ccc2nc(NC(=O)c3sc4ccccc4c3Cl)sc2c1	0.5	3	13	-2.5
CC(C)N(C(=O)Cn1nc2c3ccccc3ncn2c1=O)C(C)C	0.0	-2	0	-0.5
CN(C)c1ccc(CCCNS(=O)(=O)c2ccc(F)c(Cl)c2)cc1	-0.6	3	12	1.6
COc1ccc(/C=c2/sc3nc(-c4cccs4)nn3c2=O)cc1	-0.1	1	1	1.7
CC(CNC(=O)CCS(=O)(=O)c1cc2c(cc1Cl)NC(=O)CO2)c1ccccc1 (stereo unspecified)	0.0	6	-2	0.3
COc1cccc(C(=O)Oc2ccc(N3C(=O)C4C5CCC(C5)C4C3=O)cc2)c1 (stereo unspecified)	0.3	1	10	0.0
COC(=O)CN1C(=O)C2(C(C#N)=C(N)Oc3cc(C)oc(=O)c32)c2ccccc21 (stereo unspecified)	-0.1	3	-4	-0.9
O=C(NCc1ccccc1F)C(c1ccccc1)c1ccccc1	0.8	-6	10	-0.5
Cc1ccccc1CSCC(=O)NNC(=S)NCC1CCCO1 (stereo unspecified)	0.2	-5	-10	-1.6
Cc1sc2ncn3c(=O)n(CC(=O)N4CCNC(=O)C4(C)C)nc3c2c1C	0.2	2	3	0.5
C=CCNC(=S)N1CCc2ccccc21	0.2	-5	2	-0.2
Cn1c(=O)c2nc(SCC(=O)Nc3cccc4ccccc34)n(C)c2n(C)c1=O	0.1	3	2	-0.4
Cc1ccc(N(CC(O)CN(CC(C)C)CC(C)C)S(=O)(=O)c2ccccc2)cc1 (stereo unspecified)	0.5	13	7	1.0
Cc1ccc(-c2cn3ccc4ccccc4c3n2)cc1	1.1	-36	-10	-4.4
CCOCCn1c(=O)c2c(nc3n(-c4ccc(OCC)cc4)c(C)cn23)n(C)c1=O	0.0	-1	12	2.7
CC(Oc1ccc([N+](=O)[O-])cc1)C(=O)N1CCN(c2ccccc2)CC1 (stereo unspecified)	-0.2	-3	5	-0.7
CCCOc1ccccc1OCC(=O)Nc1ccc(C#N)cc1	0.1	1	7	-0.2
COc1ccc(CCNC(=O)c2cccc(N3CCc4ccccc4C3)n2)cc1	0.2	16	10	-1.0
COc1cc(OC)c(C2C(C#N)=C(N)Oc3n[nH]c(C)c32)cc1Br (stereo unspecified)	0.0	8	-6	0.6
Cc1ccc2c(c1)SC(C)C(=O)N2Cc1ccc2c(c1)OCO2 (stereo unspecified)	-0.1	3	-12	-1.7

21 successive compounds from above, for reference:
SMILES	FBW7 act	TEAD-YAP block	MITF inh	GPR151 activ
O=C(CSc1cccc[n+]1[O-])NCc1cccs1	0.1	0	17	0.1
Cc1ccc(CNc2ncnc3c2cnn3-c2ccc(C)cc2C)cc1	0.0	3	-15	0.0
CCC(Sc1nc2ccsc2c(=O)n1CCc1ccc(OC)c(OC)c1)C(=O)NCc1ccco1 (stereo unspecified)	-0.1	-2	7	-1.6
CC(=O)Nc1ccc2nc(NC(=O)c3sc4ccccc4c3Cl)sc2c1	0.5	3	13	-2.5
CC(C)N(C(=O)Cn1nc2c3ccccc3ncn2c1=O)C(C)C	0.0	-2	0	-0.5
CN(C)c1ccc(CCCNS(=O)(=O)c2ccc(F)c(Cl)c2)cc1	-0.6	3	12	1.6
COc1ccc(/C=c2/sc3nc(-c4cccs4)nn3c2=O)cc1	-0.1	1	1	1.7
CC(CNC(=O)CCS(=O)(=O)c1cc2c(cc1Cl)NC(=O)CO2)c1ccccc1 (stereo unspecified)	0.0	6	-2	0.3
COc1cccc(C(=O)Oc2ccc(N3C(=O)C4C5CCC(C5)C4C3=O)cc2)c1 (stereo unspecified)	0.3	1	10	0.0
COC(=O)CN1C(=O)C2(C(C#N)=C(N)Oc3cc(C)oc(=O)c32)c2ccccc21 (stereo unspecified)	-0.1	3	-4	-0.9
O=C(NCc1ccccc1F)C(c1ccccc1)c1ccccc1	0.8	-6	10	-0.5
Cc1ccccc1CSCC(=O)NNC(=S)NCC1CCCO1 (stereo unspecified)	0.2	-5	-10	-1.6
Cc1sc2ncn3c(=O)n(CC(=O)N4CCNC(=O)C4(C)C)nc3c2c1C	0.2	2	3	0.5
C=CCNC(=S)N1CCc2ccccc21	0.2	-5	2	-0.2
Cn1c(=O)c2nc(SCC(=O)Nc3cccc4ccccc34)n(C)c2n(C)c1=O	0.1	3	2	-0.4
Cc1ccc(N(CC(O)CN(CC(C)C)CC(C)C)S(=O)(=O)c2ccccc2)cc1 (stereo unspecified)	0.5	13	7	1.0
Cc1ccc(-c2cn3ccc4ccccc4c3n2)cc1	1.1	-36	-10	-4.4
CCOCCn1c(=O)c2c(nc3n(-c4ccc(OCC)cc4)c(C)cn23)n(C)c1=O	0.0	-1	12	2.7
CC(Oc1ccc([N+](=O)[O-])cc1)C(=O)N1CCN(c2ccccc2)CC1 (stereo unspecified)	-0.2	-3	5	-0.7
CCCOc1ccccc1OCC(=O)Nc1ccc(C#N)cc1	0.1	1	7	-0.2
COc1ccc(CCNC(=O)c2cccc(N3CCc4ccccc4C3)n2)cc1	0.2	16	10	-1.0

Compound activity as filed in PubChem BioAssay.
